# Assay outcomes: PubChem, several laboratories
# C8 TRAIL sens: sensitizes caspase-8 expressing cells to TRAIL; NB7+C8 cells + TRAIL, ATPlite viability luminescence; inhibition (viability loss, TRAIL sensitization), % at 10 µM; 360,000 compounds, 1% hits;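 active means compounds causing at least 50% loss of cell viability in the single-dose screen, relative to plate controls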
# TWEAK-Fn14 inh: inhibitors of TWEAK-Fn14 interaction signaling. TWEAK-stimulated Fn14 reporter cells, luciferase luminescence, 8 h. inhibition, % at 10 µM. 360,000 compounds, 2% hits; in the data active means inhibition above about 50%
# SRC3 inh: inhibitors of human steroid receptor coactivator 3 (SRC3) | 360,000 compounds, 0.17% hits | Q9Y6Q9 | inhibition, % at 3.6 µM | HEK293 GAL4-SRC3 luciferase reporter, luminescence | AID 588352;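 active means inhibition above a per-campaign cutoff, the mean of all compounds plus 3 SD, cut at about 60% in these data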;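 further: 0% = DMSO-treated cells and 100% = gossypol-treated cells at 36 µM; higher means less SRC3-driven luciferase light from the GAL4 reporter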
# NCOA1 inh: inhibitors of human steroid receptor coactivator 1 (SRC1). HEK293 GAL4-SRC1 luciferase reporter, luminescence. 360,000 compounds, 0.12% hits. inhibition, % at 3.6 µM;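 active means inhibition above the campaign mean plus 3 SD, with each screening campaign given its own cutoff, cut at about 60% in these data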;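 further: 0% = DMSO treated cells and 100% = gossypol at 36 µM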
# COUP-TFII inh: inhibitors of human COUP-TFII (NR2F2); inhibition, % at 8.6 µM; HEK293T NGFI-A luciferase reporter, luminescence; AID 686940; P24468; 370,000 compounds, 0.7% hits;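 active means inhibition above a per-plate cutoff, mean inhibition of test wells between control levels plus 3 SD, cut at about 38% in these data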;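 further: cells cotransfected with COUP-TFII expression vector driving the NGFI-A reporter; 0% = median of COUP-TF2 test wells and 100% = reporter-only cells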
# LRH-1 inv ag: inverse agonists of human LRH-1 (NR5A2); O00482; HEK293T StAR-luciferase reporter, LRH-1 transfected, 24 h; inhibition, % at 3.6 µM; 360,000 compounds, 0.13% hits; AID 602396;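 active means inhibition above the mean inhibition of all tested compounds plus 3 SD, cut at about 73% in these data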;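 further: 0% = DMSO wells and 100% = reporter-only cells lacking LRH-1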
# NOD2-RIPK2 inh: inhibitors of human NOD2-RIPK2 interaction. CHO BLA complementation NOD2-RIPK2, CCF4 ratio. inhibition, % at 4.98 µM. 360,000 compounds, 0.38% hits; in the data active means inhibition above about 21%;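 further: 0% = vehicle only and 100% = reference blocker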
# SRC2 inh: human SRC2 (NCOA2) inhibition; HEK293 GAL4-SRC2 luciferase reporter, luminescence; inhibition, % at 9 µM; 370,000 compounds, 0.17% hits;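 active means inhibition above the mean inhibition of all tested compounds plus 3 SD, set per campaign, cut at about 52% in these data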;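 further: 0% = DMSO treated cells and 100% = cells given Gossypol at 36 µM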
# TROY NFkB inh: inhibitors of TROY-dependent NF-kB signaling; 360,000 compounds, 0.98% hits; Q293 LMP1-TROYcd NF-kB luciferase reporter, 4 h; inhibition, % at 10 µM;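 active means compounds whose plate-normalised and pattern-corrected inhibition of the luciferase reporter signal at the single screening dose is 50% or more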
# TLR9-MyD88 block: inhibitors of human TLR9-MyD88 binding; Q9NR96+Q99836; CHO BLA complementation TLR9-MyD88, CCF4 FRET ratio; inhibition, % at 4.98 µM; 340,000 compounds, 0.21% hits;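 active means inhibition above the mean over all tested compounds plus 3 SD, cut at about 21% in these data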;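 further: 0% = DMSO only wells and 100% = clavulanate BLA inhibitor control wells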
# Target sequence (Q99836 whole entry, looked up): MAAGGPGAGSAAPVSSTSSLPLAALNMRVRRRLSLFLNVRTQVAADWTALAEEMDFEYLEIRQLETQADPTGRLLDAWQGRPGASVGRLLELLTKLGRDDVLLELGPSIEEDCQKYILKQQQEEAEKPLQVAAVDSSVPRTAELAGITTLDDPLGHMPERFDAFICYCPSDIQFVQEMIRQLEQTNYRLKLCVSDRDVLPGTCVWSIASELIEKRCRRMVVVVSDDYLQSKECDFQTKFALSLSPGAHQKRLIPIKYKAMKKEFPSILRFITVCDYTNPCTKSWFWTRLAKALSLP
# Target sequence (Q9NR96 whole entry, looked up): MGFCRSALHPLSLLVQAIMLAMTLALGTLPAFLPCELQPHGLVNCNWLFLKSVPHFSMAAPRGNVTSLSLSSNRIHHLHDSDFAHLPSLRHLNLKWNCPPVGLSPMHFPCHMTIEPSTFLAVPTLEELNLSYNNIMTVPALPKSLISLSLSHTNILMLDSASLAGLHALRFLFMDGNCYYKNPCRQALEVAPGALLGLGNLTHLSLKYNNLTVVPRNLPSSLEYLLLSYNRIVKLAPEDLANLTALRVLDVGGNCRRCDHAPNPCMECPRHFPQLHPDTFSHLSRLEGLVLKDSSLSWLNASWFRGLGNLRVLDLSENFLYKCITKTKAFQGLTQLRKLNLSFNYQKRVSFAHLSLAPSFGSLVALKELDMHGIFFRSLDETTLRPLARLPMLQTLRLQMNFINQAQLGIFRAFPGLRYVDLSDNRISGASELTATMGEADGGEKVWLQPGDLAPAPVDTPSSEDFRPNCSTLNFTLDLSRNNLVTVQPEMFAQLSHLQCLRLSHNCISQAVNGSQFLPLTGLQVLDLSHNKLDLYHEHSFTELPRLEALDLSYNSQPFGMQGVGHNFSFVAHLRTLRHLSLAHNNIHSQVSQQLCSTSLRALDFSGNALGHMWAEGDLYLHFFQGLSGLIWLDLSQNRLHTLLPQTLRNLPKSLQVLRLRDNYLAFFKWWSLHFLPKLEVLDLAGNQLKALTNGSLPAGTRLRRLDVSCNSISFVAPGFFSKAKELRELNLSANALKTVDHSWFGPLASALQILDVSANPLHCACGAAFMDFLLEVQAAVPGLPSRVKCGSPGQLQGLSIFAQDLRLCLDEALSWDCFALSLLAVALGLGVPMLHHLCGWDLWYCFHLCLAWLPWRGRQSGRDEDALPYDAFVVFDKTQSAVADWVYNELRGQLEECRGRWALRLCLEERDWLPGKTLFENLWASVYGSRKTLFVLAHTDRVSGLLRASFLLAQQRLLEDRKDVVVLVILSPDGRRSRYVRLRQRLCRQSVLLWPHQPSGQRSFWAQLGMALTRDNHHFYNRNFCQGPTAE
# LMP1 NFkB inh: Epstein-Barr LMP1 NF-kappaB reporter inhibition. inhibition, % at 12.5 µM. 350,000 compounds, 0.69% hits. LMP1-induced NF-kappaB luciferase reporter cells, luminescence; in the data active means inhibition above about 41%;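 further: 0% = neutral control wells and 100% = reference inhibitor control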
# * marks the source's active call; other numbers are inactive results; . = not tested or not shown.
Molecule	C8 TRAIL sens	TWEAK-Fn14 inh	SRC3 inh	NCOA1 inh	COUP-TFII inh	LRH-1 inv ag	NOD2-RIPK2 inh	SRC2 inh	TROY NFkB inh	TLR9-MyD88 block	LMP1 NFkB inh
CCN(CC)CCCN1C(=O)C(=O)/C(=C(/O)c2ccc(OC)cc2)C1c1ccco1 (centres undefined)	-10	4	-9	-11	-14	-16	0	-25	-21	-2	-6
CCOC(=O)c1ccc(NC(=O)c2ccc(CN3CCc4ccccc4C3)cc2)cc1	26	23	23	30	51*	34	-7	6	18	-2	6
CC(C)n1cc(/C=N/NC(=O)COc2cccc3cccnc23)c2ccccc21	-9	13	5	-10	-6	-16	5	-13	20	-9	11
COc1ccc(C)cc1S(=O)(=O)Nc1ccc2c(c1)OCCO2	8	2	9	4	14	-7	2	-13	-1	6	5
COCCCNC(NC(=O)c1ccc(Br)cc1)C(Cl)(Cl)Cl (centres undefined)	-1	-1	5	6	-4	0	-7	-14	14	-3	-1
C=CCn1c(SCc2nc3sc(C(=O)O)c(C)c3c(=O)[nH]2)nnc1-c1ccc(C(C)(C)C)cc1	4	3	2	-5	-8	-7	-3	-13	-9	-11	-2
Cc1cc(Cc2ccc(N)c(C)c2)ccc1N	-3	9	-5	-6	1	17	-6	19	3	0	-6
CC(OC(=O)Cc1c(F)cccc1Cl)C(=O)NCCC1=CCCCC1 (centres undefined)	9	-2	15	13	3	18	1	-2	-19	4	5
COc1ccc(Cc2nnc(N/N=C/c3ccc(C)o3)[nH]c2=O)cc1	-6	-1	-11	-11	15	-6	-4	-4	3	-17	7
N#Cc1ccccc1OCC(=O)NC(=O)NC1CCS(=O)(=O)C1 (centres undefined)	1	2	-6	-27	-23	-28	-2	-26	-9	1	-5
C[C@@H]1CCCCO[C@@H](CN(C)S(=O)(=O)c2cccs2)[C@@H](C)CN([C@H](C)CO)C(=O)c2cc(NS(=O)(=O)c3ccccc3)ccc2O1	4	5	-10	-54	-4	-12	-8	13	11	10	-3
Cc1ccc(NC(=O)CCn2c(=O)[nH]c3ccsc3c2=O)cc1C	6	-37	-11	-4	4	-12	-9	7	-23	-15	0
COc1ccc(OC)c(-n2c(Cn3c(-c4ccccn4)nc4ccccc43)n[nH]c2=S)c1	1	-5	-2	15	-2	-11	-16	-15	11	-9	6
Cc1[nH]c2ccccc2c1CC(=O)O	-11	4	9	-7	8	17	18	-13	-5	1	-13
CC(=O)Nc1ccccc1OCC(=O)NC1CCCCC1C (centres undefined)	-10	4	-2	4	12	-8	-2	16	15	8	-8
CC(C)(C)S(=O)(=O)c1cnc(-c2ccc(Cl)cc2)nc1N	-4	0	-43	-54	-17	-11	3	-28	-12	-4	-29
C[C@H](CO)N1C[C@H](C)[C@@H](CN(C)C(=O)c2ccccc2)OCc2cn(nn2)CCCC1=O	1	9	-6	6	-5	17	-11	16	-9	-5	1
O=C(/C=C/c1cccnc1)c1ccc(O)cc1	7	27	10	4	-13	4	2	15	13	-3	10
COC(=O)c1ccc(C(=O)OC)c(NS(C)(=O)=O)c1	-2	8	-6	-12	12	24	6	12	7	10	-28
CCOC(=O)c1c(C)[nH]c(/C(C)=N/O)c1C	39	10	-6	-4	1	13	3	-1	-1	-5	-2
CCS(=O)(=O)N1CCN(Cc2ccc([N+](=O)[O-])cc2)CC1	2	-2	-6	3	-6	-9	7	-26	20	-7	-3
Nc1cccc(C(=O)Nc2ccc3nc(-c4cccnc4)[nH]c3c2)c1	2	0	-8	-7	0	0	2	-12	2	0	-1
O=C(CSc1nnc(Cc2cccs2)n1CCc1ccccc1)N1CCCc2ccccc21	4	41	16	8	-6	7	5	16	-17	4	15
Cc1cc(C)c(S(=O)(=O)c2ccc(Cl)cc2)c(=O)[nH]1	-9	6	-3	-21	19	-1	0	11	5	8	1
COCCn1c(=O)[nH]c2cc(C(=O)NC(C)C)ccc2c1=O	-4	2	-3	12	-8	-8	-6	15	14	2	-3
O=C(C[C@@H]1CC[C@H](NC(=O)Cc2ccccn2)[C@@H](CO)O1)NCCc1ccccc1	-4	.	.	.	-17	22	-14	-22	.	.	.
O=C(O)C(CCc1ccccc1)N1C(=O)c2ccccc2C1=O (centres undefined)	-9	30	-21	-14	-5	-9	14	-34	1	-4	-5
O=C1c2ccccc2NC2CCCCCN12 (centres undefined)	-3	1	-8	-24	-2	4	-10	-21	1	4	-5
Cc1cc(C)n(CC(O)Cn2ccc3ccccc32)n1 (centres undefined)	0	0	7	9	11	-16	-7	5	1	-6	2
Nc1c(S(=O)(=O)c2cccs2)c2nc3ccccc3nc2n1CC1CCCO1 (centres undefined)	-2	23	5	6	.	18	8	.	2	6	7
Cc1ccc(-n2cc(-c3ccccc3)[nH]c2=O)cc1F	-2	-5	-52	-75	-44	-81	4	-57	-28	2	-21
O=C(CSc1nnc(NC(=O)Cc2ccccc2)s1)NCc1ccco1	1	15	6	11	10	2	-1	20	-1	-7	7
Cn1c(N)c(C(=O)COC(=O)Cc2cccs2)c(=O)n(C)c1=O	-7	-1	-2	-2	5	-2	-9	-22	-25	2	-11
NC(Cc1ccc(C(F)(F)F)cc1)c1csc(Nc2ccc(S(N)(=O)=O)cc2)n1 (centres undefined)	0	34	-5	4	8	-3	7	-4	7	.	.
Cc1ccc(C)c(-n2nnnc2SCC(=O)Nc2cccc(-c3nnc4n3CCCCC4)c2)c1	-2	-3	7	2	13	8	-2	-13	7	7	14
Cc1onc(-c2ccccc2)c1C(=O)Nc1sc2c(c1C#N)CCC2	-5	1	19	17	-6	20	-8	0	4	8	15
CCCCn1c(=O)c2ccccc2c2ccccc2c1=O	-1	7	20	5	3	-4	7	20	12	-1	-1
COc1ccc(NC(=O)/C=N/O)cc1	-5	9	-7	-39	3	6	1	10	-3	0	-7
CCC(=O)Nc1cccc(C2=NOC3(C2)C[C@@H](C(N)=O)N(C(=O)C(c2ccccc2)c2ccccc2)C3)c1 (some centres undefined)	7	8	-12	-5	9	-2	-1	14	0	-1	0
CC(OC(=O)CSc1ccc([N+](=O)[O-])cc1)C(=O)NCc1ccccc1 (centres undefined)	-9	-9	-9	-15	.	-9	-7	.	-3	0	4
O=C(/C=C/c1ccc(F)cc1)NC(Cc1c[nH]c2ccccc12)C(=O)O (centres undefined)	1	1	7	2	-30	2	-2	-9	-9	3	-11
COc1ccccc1N1CCN(Cc2ccc(-c3ccccc3[N+](=O)[O-])o2)CC1	7	-4	-1	11	16	11	6	16	-17	2	-6
CC(C)Oc1ccc(C(=O)NC(Cc2c[nH]c3ccccc23)C(=O)NN)cc1 (centres undefined)	-1	10	-2	1	6	-5	-11	9	-1	.	-14
COC(=O)c1ccc(-c2ccc(/C=N/N3C(=O)C4C5C=CC(CC5)C4C3=O)o2)cc1 (centres undefined)	1	-40	-29	-36	-6	-26	5	0	-60	3	-19
COc1ccc(CNc2nccn3ccnc23)cc1	-2	-24	-32	-18	-30	-12	-6	-8	-18	.	.
COC(=O)c1c(NC(=O)/C=C/C(=O)O)sc(C)c1-c1ccc(C)cc1	1	22	12	-1	20	22	-13	-10	-19	3	-3
COc1ccccc1N(CC(=O)N/N=C/c1ccc(OCC(=O)NCc2ccco2)cc1)S(=O)(=O)c1ccc(C)cc1	4	18	8	8	.	-25	-12	.	7	-5	-6
CCN(CC)S(=O)(=O)c1ccc(Cl)c(NC(=O)COc2ccccc2[N+](=O)[O-])c1	-3	36	19	8	6	0	5	-26	-9	-6	12
Cc1cc(C)n2nc(C(=O)OCC(=O)Nc3ccc4c(c3)OCO4)nc2n1	3	8	3	-10	15	-9	-1	-6	21	2	-3
CCn1c(=O)c2sccc2n2c(CCCC(=O)N3CCN(c4ccccn4)CC3)nnc12	3	9	18	-3	-16	3	-1	11	5	-3	10
COc1cccc(Cn2c(-c3cccs3)noc2=O)c1	-8	-15	8	22	25	15	4	-7	-11	2	-18
COc1ccccc1-c1ccc(/C=C2/C=C(C)OC2=O)o1	-1	24	7	-3	5	-13	-3	-17	-23	-3	9
S=C(c1c[nH]c2ccc(Br)cc12)N1CCOCC1	-7	20	16	8	7	-1	-7	22	4	5	3
O=C(c1ccc(=O)oc1)N1CCC(C(O)(c2ccccc2)c2ccccc2)CC1	-7	41	-14	14	7	4	1	-1	3	-3	-5
Cn1c(/N=C/c2c[nH]c3ccccc23)nc2ccccc21	38	-1	4	2	6	16	2	-3	8	7	-9
Cc1cccc(N/C(N)=N/c2nc3c(c(=O)[nH]2)CCCC3)c1	-2	-2	19	-16	9	10	2	-15	-3	3	1
COc1ccccc1NC(=O)N(c1c(N)n(Cc2ccccc2)c(=O)[nH]c1=O)C1CCCC1	-5	5	5	-21	-6	10	4	-13	-27	-1	-2
O=C(COC(=O)c1cccc(F)c1)NCCC1=CCCCC1	4	0	5	8	-17	0	5	13	-33	-3	-4
CCN(CC)CCCn1c2c(c(SCC(=O)Nc3cc(C)cc(C)c3)nc1=O)CCC2	7	-24	0	-1	10	-35	4	-11	-11	-8	-5
O=C(CS(=O)(=O)c1ccccc1)Nc1ccc(N2CCOCC2)cc1	3	5	12	-10	-8	-7	1	-10	-2	-1	-5

# Going on with the list:
Molecule	C8 TRAIL sens	TWEAK-Fn14 inh	SRC3 inh	NCOA1 inh	COUP-TFII inh	LRH-1 inv ag	NOD2-RIPK2 inh	SRC2 inh	TROY NFkB inh	TLR9-MyD88 block	LMP1 NFkB inh
CCn1c(SCC(=O)Nc2cccc(NC(=O)c3cccs3)c2)nnc1-c1ccncc1	1	-27	-1	-18	.	-5	-2	.	7	0	2
O=S1(=O)CC(N2CCCC2)CN1Cc1cn(Cc2ccccc2)nn1 (centres undefined)	-13	-4	.	.	-6	1	-6	-18	2	.	.
Cc1nn(-c2cccc(Cl)c2)c(Cl)c1/C=N/NC(=O)c1cccnc1	0	0	-22	-34	-3	-11	-9	-20	5	-6	5
Cc1cc(C)c(C#N)c(Cl)n1	-20	8	10	9	0	-16	-9	-33	-4	7	-10
Cc1cc(O)c(C(=O)/C=C/c2ccccc2)c(=O)o1	5	1	-22	-23	17	-13	-2	-39	-37	10	-1
CC(C)(C)Nc1nc(Oc2ccc(=O)n(-c3ccccc3)n2)nc(N2CCOCC2)n1	-7	1	-1	11	3	-12	-2	0	2	-4	-3
CC(C)OCCCNC(=O)CCCC(=O)Nc1ccc(OCCc2ccccc2)cc1	19	5	3	-4	0	-5	3	-5	3	-2	3
Cc1ccc(C(=O)N(Nc2nc3ccccc3s2)C(=O)c2ccc(C)cc2)cc1	5	-18	5	3	-10	4	-6	0	-13	4	3
O=C1CC(N2CCN(c3ccccn3)CC2)C(=O)N1c1ccc(F)cc1 (centres undefined)	9	0	7	-2	-3	-10	-3	-1	18	.	-4

# Only part of the results is shown. The share of hits here may be higher or lower than overall.
